FEN1 inhibitor – human FEN1 inhibition | Potency, µM (top dose mostly 114 µM), for inactives: at the highest dose activity change, negative = inhibition, hits mostly inhibitors | 390,000 tested, 0.35% active | P39748 | Recombinant FEN1 flap cleavage, fluorescence, 15 min; note: nearly all actives have a fitted effect of over 65% in size
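Reaction started by adding substrate (50 nM final) to 10 nM enzyme after 15 min room-temperature compound preincubation. Reads at 0 and 15 min, with data normalized and fitted to a four-parameter Hill equation.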
N370S GC mod – N370S glucocerebrosidase modulation, Gaucher chaperone candidate; N370S GC spleen homogenate, 4MU-glucoside fluorescence; Potency, µM (highest dose often 59.4 µM), for inactives: top-dose activity change, negative = inhibition, usual class: inhibitors; 330,000 tested, 0.092% active;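 note: 0% = full enzyme activity and -100% = no enzyme basal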
GCN5L2 inh – inhibitors of human GCN5L2 histone acetyltransferase. Q92830. Potency, µM (highest dose often 58.9 µM), inactives show at the top dose activity change, negative = inhibition, usual class: inhibitors. GCN5L2 HAT assay, ThioGlo1 CoA-SH fluorescence. AID 504327. 390,000 tested, 0.21% active
Target sequence (Q92830 whole entry, looked up): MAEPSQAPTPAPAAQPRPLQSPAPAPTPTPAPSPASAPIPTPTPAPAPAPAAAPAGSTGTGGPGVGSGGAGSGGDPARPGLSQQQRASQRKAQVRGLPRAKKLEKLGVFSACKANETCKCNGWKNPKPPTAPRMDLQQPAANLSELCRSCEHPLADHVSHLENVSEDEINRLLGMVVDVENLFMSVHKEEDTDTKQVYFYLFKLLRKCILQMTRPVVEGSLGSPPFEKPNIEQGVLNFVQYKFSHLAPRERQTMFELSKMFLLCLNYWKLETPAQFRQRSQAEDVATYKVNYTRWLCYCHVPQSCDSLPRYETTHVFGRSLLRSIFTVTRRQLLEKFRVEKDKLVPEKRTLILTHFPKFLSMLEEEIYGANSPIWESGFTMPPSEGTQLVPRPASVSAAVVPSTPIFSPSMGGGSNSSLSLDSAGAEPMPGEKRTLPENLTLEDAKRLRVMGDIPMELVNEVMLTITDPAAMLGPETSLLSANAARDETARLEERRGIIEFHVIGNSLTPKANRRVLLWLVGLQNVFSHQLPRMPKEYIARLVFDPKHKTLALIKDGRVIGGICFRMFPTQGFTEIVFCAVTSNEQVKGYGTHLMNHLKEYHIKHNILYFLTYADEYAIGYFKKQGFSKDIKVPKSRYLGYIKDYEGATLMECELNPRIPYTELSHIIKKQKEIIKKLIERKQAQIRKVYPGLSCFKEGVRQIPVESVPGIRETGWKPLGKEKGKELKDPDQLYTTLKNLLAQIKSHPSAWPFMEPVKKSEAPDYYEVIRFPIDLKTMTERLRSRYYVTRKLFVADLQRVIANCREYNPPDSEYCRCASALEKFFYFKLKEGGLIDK
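Free CoA generated was detected with ThioGlo1 (50uM) fluorescence at Ex340nm/Em540nm, read immediately and after 20 min at room temperature. Enzyme, 20 nM in HEPES pH 7.5 buffer, saw compounds 15 min before adding 75uM H3(1-25) peptide and 70uM acetyl-CoA.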
An asterisk follows results filed as active; ? = inconclusive; / = not tested or not shown; [ ] = dose if it differs, or a comment. Calls come from the whole dose curve; as a rule, active = well fitted curve in the direction sought with a large enough effect; inconclusive = small, poorly fitted or top-dose-only effect, or another doubt; inactive = no such curve, though single readings can be large; an effect the other way counts as inactive or inconclusive. Unless noted, % is set by controls: 0 for no effect and ±100 for the full control effect; potency is the fitted concentration of half-maximal effect. Some of the compounds tested. The share of hits here may be higher or lower than overall.

| SMILES | FEN1 inhibitor | N370S GC mod | GCN5L2 inh |
| --- | --- | --- | --- |
| COc1cccc(CN2CCN(Cc3ccc4c(c3)OCCO4)CC2CCO)c1 (stereo not given) | -13% | 16% | 3% |
| COc1ccc(OCc2nn3c(Cn4cnc5ccccc54)nnc3s2)cc1 | -2% | 14% | -11% |
| O=C(Nc1ccc(-c2nnco2)cc1)c1ccccc1 | -10% | 2% | -1% |
| Cc1ccc(CCNC(=O)c2cc3ccccn3n2)cc1 | 18% | / | -11% |
| CC(=O)Nc1ccc(N=Cc2c(O)c(C(=O)Nc3ccccc3)cc3ccccc23)cc1 | -6% | 2% | -3% |
| O=C(CCN1C(=O)COc2ccccc21)NCCCN1CCCC1 | 20% | 0% | -4% |
| O=C(CC(=O)Nc1cc(Cl)ccc1Cl)Nc1cc(Cl)ccc1Cl | 24% | 7% | 20% |
| O=C(CSc1nnc(-c2ccc(Cl)cc2Cl)n1C1CCCCC1)NC1CCS(=O)(=O)C1 (stereo not given) | 2% | -13% | -8% |
| CCc1nnc2n1N=C(c1ccc(Cl)cc1Cl)CS2 | -1% | -1% | -4% |
| CCOc1ccc(-n2c(O)c(/C=N/Nc3nc(C)cc(C)n3)c3ccccc3c2=O)cc1 | 1% | 3% | 0% |
| OCCc1c[nH]c2cc(F)ccc12 | -1% | -7% | -3% |
| COc1ccc2c(CC(=O)OCc3nc4ccsc4c(=O)[nH]3)coc2c1 | -7% | / | -4% |
| CCn1c(CNc2ccc(F)cc2)nnc1SCCN1CCCCC1 | -2% | 14% | 1% |
| CCOc1ccc(NC(=O)CCC(=O)NNC(=O)c2ccco2)cc1 | -1% | 3% | -9% |
| O=C(NCCCn1ccnc1)c1cc2ccccc2oc1=O | -3% | 6% | -4% |
| COCCn1c(SCC(=O)NCc2ccc3c(c2)OCO3)nc2ccccc2c1=O | 11% | 5% | -6% |
| COc1ccccc1CNC(=O)COC(=O)/C=C/c1ccc2c(c1)OCO2 | 3% | / | -9% |
| c1cc(-c2cnn3cc(-c4ccc(OCCN5CCCCC5)cc4)cnc23)ccn1 | / | -13% | 3% |
| COc1ccc(N2CC(NC(=O)c3ccco3)CC2=O)cc1 (stereo not given) | -2% | / | -1% |
| Clc1nn2cnnc2c2ccccc12 | -17% | 6% | -5% |
| CCN(CC(=O)NCc1ccncc1)S(=O)(=O)c1cc(Cl)ccc1Cl | 4% | -11% | -4% |
| NS(=O)(=O)c1ccc(NC(=O)c2ccc(S(=O)(=O)N3CCCCC3)cc2)cc1 | 3% | / | -3% |
| CC(NC(=S)Nc1ccc(Cl)cc1)C(c1ccccc1)N1CCOCC1 (stereo not given) | -4% | -5% | -4% |
| Cc1c(C(=O)N2CCCC2)sc(NC(=O)c2cccs2)c1C#N | 7% | -1% | -1% |
| N=c1c(C(=O)NCc2ccco2)cc2c(=O)n3ccccc3nc2n1C1CCCC1 | 2% | -2% | 1% |
| CCOc1ccc(C(=O)c2cn(CC(=O)Nc3ccc(C)c(Cl)c3)c3ccc(OCC)cc3c2=O)cc1 | 1% | / | -4% |
| CCn1nc(NC(=O)C(C)C)c2cc3cccc(C)c3nc21 | 1% | ? | -1% |
| Cc1ccc(S(=O)(=O)Nc2nc(C)c(C(=O)NNS(=O)(=O)c3cc(C)ccc3C)s2)cc1 | -14% | -18% | -5% |
| Cc1c(C(=O)NC(=S)NCc2cccnc2)cccc1[N+](=O)[O-] | -2% | 1% | -13% |
| Cc1ccc(CNc2nc3ccc(C)cc3n3cnnc23)cc1 | -8% | 14% | 2% |

A second format for some results above:
CC(NC(=S)Nc1ccc(Cl)cc1)C(c1ccccc1)N1CCOCC1 (stereo not given)
  FEN1 inhibitor = -4% | N370S GC mod = -5% | GCN5L2 inh = -4%

Cc1c(C(=O)N2CCCC2)sc(NC(=O)c2cccs2)c1C#N
  FEN1 inhibitor = 7% | N370S GC mod = -1% | GCN5L2 inh = -1%

Other entries.
| SMILES | FEN1 inhibitor | N370S GC mod | GCN5L2 inh |
| --- | --- | --- | --- |
| COc1cccc(N2CCN(C(=O)c3cnn(-c4ccc(C)cc4C)c3C3CCN(C(=O)OC(C)(C)C)CC3)CC2)c1 | 2% | / | -1% |
| CC(=O)Nc1ccc(S(=O)(=O)N2CCN(S(=O)(=O)c3ccc(NC(C)=O)cc3)CC2)cc1 | -1% | -3% | -23% |
| Cc1ccc(C(C)C)c2c1C(c1ccc3c(c1)OCO3)CC(=O)O2 (stereo not given) | -17% | 22%[89.1 µM] | -5% |
| Cc1ccc(S(=O)(=O)CCC(=O)OC(C)c2nnc(-c3cccs3)o2)cc1 (stereo not given) | -1% | / | -1% |
| CCc1nnc(NC(=O)c2cc3ccccc3oc2=O)s1 | 16% | -1% | -25% |
| OCCc1c[nH]c2ccc(C(F)(F)F)cc12 | 8% | -12% | 3% |
| CCNc1nc(Sc2ccc(C)cc2)cc(C(F)(F)F)n1 | -4% | -15% | -18% |
| CN(C)N=Nc1ccc(S(N)(=O)=O)cc1 | 1% | -12% | -6% |
| O=C(CSc1cn(CC(=O)N2CCCCC2)c2ccccc12)NCc1ccccc1 | 15% | / | -7% |
| CN(C)c1ncc2nc(-c3ccc(F)cc3)c(=O)n(Cc3cccs3)c2n1 | / | -8% | -5% |
| CCC(=O)N1CCN(c2ccccc2NC(=O)c2ccc([N+](=O)[O-])o2)CC1 | 3% | -6% | 0% |
| CCN(CC)C(=O)Cn1cc(C(=O)C(=O)N2CCN(c3ccc(OC)cc3)CC2)c2ccccc21 | 10% | -5% | -4% |
| COc1ccccc1NC(=O)CCCn1c(=S)[nH]c2ccccc2c1=O | 5% | -1% | -2% |
| CCCCN(C(=O)CSc1cc(C)c2ccc(OC)cc2n1)c1c(N)n(Cc2ccccc2)c(=O)[nH]c1=O | -3% | -6% | -3% |
| Cc1ccc2c(C(=O)CN3CCCC3)c(C)[nH]c2c1 | -11% | -3% | -3% |
| CC(C)(C)NC(=O)CSc1nnc(C2CC2)n1-c1ccccc1 | -1% | -1% | -3% |
| O=C(O)C1CCCCC1C(=O)NCCCCc1ccccc1 (stereo not given) | -5% | -22% | -5% |
| COc1ccccc1N(C(=O)c1ccco1)C(C(=O)NC1CCCC1)c1ccncc1 (stereo not given) | 0% | -3% | -7% |
| Cc1ccc(-c2ccc(C#N)c(=O)n2CC(=O)N(C)C)cc1 | 2% | -20% | 4% |
| O=c1c2cc(NC(=S)NC3CC3)ccc2nc2n1CCCCC2 | 7% | -3% | 4% |

(next part)
Results follow in this order: FEN1 inhibitor	N370S GC mod	GCN5L2 inh
O=C(Nc1ccccc1)N1CCN(CCc2ccccc2)CC1
→ 3%	12%	-6%
COC(=O)c1ccccc1Sc1c(/C=N/OCc2ccc(Cl)cc2)c(C(F)(F)F)nn1C
→ -23%	9%	-13%
CCOc1ccccc1NC(=O)COC(=O)C1CCC(=O)N1 (stereo not given)
→ -2%	/	-11%
Cc1ccc(NC(=O)CCC(=O)c2ccc(Cl)s2)nc1
→ -15%	/	-21%
O=C(N/N=C/c1cccnc1)c1cc(-c2ccccc2Cl)nc2ccccc12
→ 0%	13%	0%
Cc1cc(C)c(O)c(-c2cc(C(=O)Nc3c(C)n(C)n(-c4ccccc4)c3=O)[nH]n2)c1
→ 13%	1%	-11%
COc1cccc(CN(C)CC(O)COc2cc(Cl)ccc2Cl)c1 (stereo not given)
→ 5%	6%	0%
CC(C)Cc1nnc(NC(=O)CN2C(=O)NC3(CCCC3)C2=O)s1
→ 6%	0%	3%
Cc1ccc(-c2c[n+](CC(=O)Nc3c(C)cccc3C)c3n2CCC3)cc1
→ -3%	-5%	2%
CCN(CC)C(=O)c1[nH]cnc1C(=O)NCC(=O)OC(C)(C)C
→ 14%	-7%	-4%
Cc1cc(C)nc(SCSc2nc(C)cc(C)n2)n1
→ 4%	10%	5%
CCCCCn1c(=O)c(-c2nc3ccccc3[nH]2)c(O)c2ccccc21
→ -4%	6%	-4%
O=C1C=C(c2cc3ccccc3s2)C[C@@H](c2ccc3c(c2)OCO3)C1
→ -9%	/	-11%
Cc1ccc2nc(Nc3nc(-c4ccccc4)cc(=O)[nH]3)nc(C)c2c1
→ -16%	-10%	23%
O=C(Nc1ccc(F)cc1F)c1ccc(-n2cccn2)c([N+](=O)[O-])c1
→ -12%	-12%	0%
COc1ccccc1C(=O)NC(=O)COC(=O)/C(=C/c1ccccc1)NC(C)=O
→ -5%	2%	-13%
CC1CN(c2ncnc3c2c(-c2ccccc2)cn3-c2ccc(F)cc2)CC(C)O1 (stereo not given)
→ -18%	-9%	-5%
Oc1ccc(/C=N/Nc2cc(N3CCOCC3)nc(N3CCOCC3)n2)cc1O
→ -15%	-23%	-7%
CC(C)N1CCN(Cc2nc3ccccc3s2)CC1CCO (stereo not given)
→ 3%	2%	0%
COc1cc(C2Nc3ccccc3C(=O)N2NS(C)(=O)=O)ccc1O (stereo not given)
→ -3%	-7%	-7%
O=C(O)CC(NCc1ccco1)C(=O)Nc1cccc(O)c1 (stereo not given)
→ 1%	-7%	0%
CC(C)(C)CC(=O)Nc1nnc(C(F)(F)F)s1
→ -6%	?	1%
O=C(OCCCc1ccncc1)c1ccc(S(=O)(=O)N2CCOCC2)cc1
→ 6%	-9%	-6%
COc1ccccc1N1CCN(c2nc3c(S(=O)(=O)c4ccccc4)nnn3c3ccc(Cl)cc23)CC1
→ -8%	/	-5%
CCOC(=O)C1=C(N)OC2=C(C(=O)CCC2)C1c1cccs1 (stereo not given)
→ 2%	6%	5%
COc1ccccc1C(=O)NC(=O)COC(=O)c1ccc(C)o1
→ 15%	-2%	-4%
COc1ccc(-n2nnnc2-c2cnc3cc4c(cc3c2C)OCO4)cc1
→ 3%	5%	-1%
CC(C)CCNC(=O)Cc1ccccc1[N+](=O)[O-]
→ -4%	0%	27%
O=C(Nc1ccccc1)C12CC1/C(=N\O)c1ccccc1O2 (stereo not given)
→ /	5%	-24%
Cc1ccc(NNC(=O)c2ccno2)cc1Cl
→ -7%	-2%	-12%

Gathered by group, those above with an aryl methoxy group
Results follow in this order: FEN1 inhibitor	N370S GC mod	GCN5L2 inh
COc1cccc(CN2CCN(Cc3ccc4c(c3)OCCO4)CC2CCO)c1 (stereo not given)
→ -13%	16%	3%
COc1ccc(OCc2nn3c(Cn4cnc5ccccc54)nnc3s2)cc1
→ -2%	14%	-11%
COc1ccc2c(CC(=O)OCc3nc4ccsc4c(=O)[nH]3)coc2c1
→ -7%	/	-4%
COc1ccccc1CNC(=O)COC(=O)/C=C/c1ccc2c(c1)OCO2
→ 3%	/	-9%
COc1ccc(N2CC(NC(=O)c3ccco3)CC2=O)cc1 (stereo not given)
→ -2%	/	-1%
COc1cccc(N2CCN(C(=O)c3cnn(-c4ccc(C)cc4C)c3C3CCN(C(=O)OC(C)(C)C)CC3)CC2)c1
→ 2%	/	-1%
CCN(CC)C(=O)Cn1cc(C(=O)C(=O)N2CCN(c3ccc(OC)cc3)CC2)c2ccccc21
→ 10%	-5%	-4%
COc1ccccc1NC(=O)CCCn1c(=S)[nH]c2ccccc2c1=O
→ 5%	-1%	-2%
CCCCN(C(=O)CSc1cc(C)c2ccc(OC)cc2n1)c1c(N)n(Cc2ccccc2)c(=O)[nH]c1=O
→ -3%	-6%	-3%
COc1ccccc1N(C(=O)c1ccco1)C(C(=O)NC1CCCC1)c1ccncc1 (stereo not given)
→ 0%	-3%	-7%
COc1cccc(CN(C)CC(O)COc2cc(Cl)ccc2Cl)c1 (stereo not given)
→ 5%	6%	0%
COc1ccccc1C(=O)NC(=O)COC(=O)/C(=C/c1ccccc1)NC(C)=O
→ -5%	2%	-13%
COc1cc(C2Nc3ccccc3C(=O)N2NS(C)(=O)=O)ccc1O (stereo not given)
→ -3%	-7%	-7%
COc1ccccc1N1CCN(c2nc3c(S(=O)(=O)c4ccccc4)nnn3c3ccc(Cl)cc23)CC1
→ -8%	/	-5%
COc1ccccc1C(=O)NC(=O)COC(=O)c1ccc(C)o1
→ 15%	-2%	-4%
COc1ccc(-n2nnnc2-c2cnc3cc4c(cc3c2C)OCO4)cc1
→ 3%	5%	-1%

Compound activity: PubChem BioAssay, National Center for Advancing Translational Sciences (NCATS)
